Compound activity deposited in PubChem by National Center for Advancing Translational Sciences (NCATS).
AID inhibitor: Primary qHTS assay for inhibitors of Activation Induced Cytidine Deaminase (AID): AID signal; Single-stranded DNA cytosine deaminase (Homo sapiens), Q9GZX7; AID deamination FRET fluorescence, UDG-coupled, 4 h; Potency, µM (highest dose often 115 µM), for inactives: top-dose activity change, negative = inhibition, actives largely listed as inhibitors; actives 0.32% (n = 91,000); AID 1347428, 2020; also: nearly all actives have a fitted effect of over 25% in size
Target sequence (Q9GZX7 whole entry, looked up): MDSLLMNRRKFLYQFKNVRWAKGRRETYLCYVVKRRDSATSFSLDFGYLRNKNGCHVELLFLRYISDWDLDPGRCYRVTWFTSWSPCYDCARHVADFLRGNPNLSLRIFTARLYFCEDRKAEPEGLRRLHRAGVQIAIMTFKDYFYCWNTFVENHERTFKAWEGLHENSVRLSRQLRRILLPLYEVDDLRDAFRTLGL
UDG counter: Primary qHTS assay for inhibitors of Activation Induced Cytidine Deaminase (AID): UDG Counterscreen signal. FRET deamination/UDG coupled assay, UDG read, 4 h. Uracil-DNA glycosylase. AID 1347430, 2020. actives 0.14% (n = 91,000). Potency, µM (doses to about 115 µM), inactives show at the top dose activity change, negative = inhibition, hits mostly inhibitors; also: nearly all actives have a fitted effect of over 65% in size
* hit, by the source's call; [ ] = another dose, or the depositor's remark. Calls follow the shape of the dose curve; as a rule, active = well fitted curve in the direction sought with a large enough effect; inconclusive = small, poorly fitted or top-dose-only effect, or another doubt; inactive = no such curve, though single readings can be large; an effect the other way counts as inactive or inconclusive. % is scaled to controls: 0 for no effect and ±100 for the full control effect; potency is read from the fitted curve at half-maximal effect. This is a subset. The share of hits here may be higher or lower than overall.

A first look (six entries):
For CC(NC(=O)c1nccnc1N)c1cccc(Br)c1 (stereo not drawn) the results were AID inhibitor -7% and UDG counter 2%.
O=C(N1CCN(Cc2ccccc2)CC1)C(F)(F)C(F)(F)C(F)(F)C(F)(F)F was read as AID inhibitor -3% and UDG counter -14%.
Cc1ccc(C(=O)NC(C)c2nc(-c3ccc(Cl)cc3)no2)cc1 (stereo not drawn) was read as AID inhibitor 7% and UDG counter 1%.
For Cc1ccc(Cl)cc1Nc1nc2ccccc2c2nncn12 the results were AID inhibitor -8% and UDG counter 1%.
Screening CC1=C(C)CC(C(=O)Nc2ccc(C(=O)NCc3cccnc3)cc2)C(C(=O)O)C1 (stereo not drawn) returned AID inhibitor -4% and UDG counter -6%.
For CCOC(=O)N1CCN(Cc2nc3cc(NC(=O)C(C)C)ccc3n2C(C)C)CC1 the results were AID inhibitor 11% and UDG counter -6%.

Results, from the start:
For CC(NC(=O)c1nccnc1N)c1cccc(Br)c1 (stereo not drawn) the results were AID inhibitor -7% and UDG counter 2%.
O=C(N1CCN(Cc2ccccc2)CC1)C(F)(F)C(F)(F)C(F)(F)C(F)(F)F was read as AID inhibitor -3% and UDG counter -14%.
Cc1ccc(C(=O)NC(C)c2nc(-c3ccc(Cl)cc3)no2)cc1 (stereo not drawn) was read as AID inhibitor 7% and UDG counter 1%.
For Cc1ccc(Cl)cc1Nc1nc2ccccc2c2nncn12 the results were AID inhibitor -8% and UDG counter 1%.
Screening CC1=C(C)CC(C(=O)Nc2ccc(C(=O)NCc3cccnc3)cc2)C(C(=O)O)C1 (stereo not drawn) returned AID inhibitor -4% and UDG counter -6%.
For CCOC(=O)N1CCN(Cc2nc3cc(NC(=O)C(C)C)ccc3n2C(C)C)CC1 the results were AID inhibitor 11% and UDG counter -6%.
For CC(C)Cn1c(-c2ccccc2)cnc1SC(C)C(=O)NC(N)=O (stereo not drawn) the results were AID inhibitor -2% and UDG counter -5%.
CCOC(=O)c1ccc(NC(=O)Cn2c(=O)n(-c3ccc(C)cc3)c(=O)c3c2cnn3C)cc1 was read as AID inhibitor 17% and UDG counter -13%.
`O=C(Nc1cccc(C(F)(F)F)c1)c1nn(-c2ccccc2)c(=O)c2ccccc12` gave AID inhibitor -6% and UDG counter 7%.
CCCC(C)NC(=O)c1csc(CC)c1 (stereo not drawn) was read as AID inhibitor 3% and UDG counter -1%.
For O=Cc1ccc(O)c(Cl)c1 the results were AID inhibitor 3% and UDG counter 0%.
CCNC(=O)c1c(NC(=O)Cc2coc3cc(C)ccc23)sc2c1CCCC2 was read as AID inhibitor 1% and UDG counter -11%.
`CCOc1ccccc1NC(=O)CSc1nnc(-n2nc(C)cc2C)n1N` gave AID inhibitor 5% and UDG counter -11%.
`O=C(Cn1c(-c2ccccc2)cc2ccccc21)N1CCN(CCN2CCCC2)CC1` gave AID inhibitor -7% and UDG counter -7%.
`Cc1ccc(NC(=O)c2nn(-c3ccccc3)c(=O)c3ccccc23)cc1Cl` gave AID inhibitor -1% and UDG counter -7%.
O=C(CCS(=O)(=O)c1cc(Br)cc2c1N(C(=O)C1CC1)CC2)N1CCN(c2ccccc2)CC1 was read as AID inhibitor 9% and UDG counter 0%.
`Clc1ccccc1-c1nnc(COc2ccccc2)o1` gave AID inhibitor -5% and UDG counter -11%.
Screening CCC(=O)N1c2ccccc2CC1C(=O)NCc1cccc(OC)c1OC (stereo not drawn) returned AID inhibitor -11% and UDG counter 53%[activator].
Screening CCOc1nc(-c2ccc(C)cc2)ccc1-c1noc(-c2ccccc2F)n1 returned AID inhibitor 6% and UDG counter 3%.
CC1(C)C(=O)N(CC(=O)Nc2ccc(Cl)cc2)c2ccccc21 was read as AID inhibitor 21%[57.5 µM] and UDG counter 2%[57.5 µM].

The list goes on; the last two above are carried over.
Screening CCOc1nc(-c2ccc(C)cc2)ccc1-c1noc(-c2ccccc2F)n1 returned AID inhibitor 6% and UDG counter 3%.
CC1(C)C(=O)N(CC(=O)Nc2ccc(Cl)cc2)c2ccccc21 was read as AID inhibitor 21%[57.5 µM] and UDG counter 2%[57.5 µM].
CCCCCCNC(=O)c1cc(-c2cccc(Br)c2)nc2ccccc12 was read as AID inhibitor 6% and UDG counter -2%.
For COc1cccc2c1N(C(=O)c1cnc3c(cnn3C(C)C)c1)CCC2 the results were AID inhibitor 1% and UDG counter 4%.
For O=C(Cc1ccc(F)cc1)Nc1cccc(-c2nc3cccnc3s2)c1 the results were AID inhibitor -4% and UDG counter -2%[57.5 µM].
`COc1ccc2c(C)c(CCC(=O)Nc3ccc(F)cc3)c(=O)oc2c1` gave AID inhibitor -5% and UDG counter -1%.
CCCN(CCC)C(=O)c1c2c(nc3ccccc13)C(=O)N(C1CCCCC1)C2 was read as AID inhibitor 0% and UDG counter 14%.
CCOc1cc(/C=C/c2ncc(C(=O)O)s2)cc(Cl)c1OC was read as AID inhibitor 4% and UDG counter -4%.
Screening Cc1ccc(C)c(S(=O)(=O)c2cnc(SCC(=O)Nc3ccc(F)cc3F)[nH]c2=O)c1 returned AID inhibitor -19% and UDG counter 4%.
Screening CSc1ccc(/C=C/C(=O)c2cc(C)sc2C)cc1 returned AID inhibitor -16% and UDG counter -9%.
For COc1ccc(NC(=O)/C=C\C(=O)N(c2ccc(C(C)C)cc2)C(C(=O)NCc2ccco2)c2ccc(C)cc2)cc1 (stereo not drawn) the results were AID inhibitor inconclusive and UDG counter -19%.
Screening CC1CCCCN1C(=O)CSc1nc(-c2cccs2)nc2ccccc12 (stereo not drawn) returned AID inhibitor inconclusive and UDG counter -7%.
`CCC(C#CCN1CCCC1)(CC)OCCC#N` gave AID inhibitor 1% and UDG counter 5%.
`CCCCN1CC(c2nc3ccccc3n2CCCCOc2ccccc2C)CC1=O` (stereo not drawn) gave AID inhibitor inconclusive and UDG counter inconclusive.
Screening N#Cc1ccc(OCCBr)cc1 returned AID inhibitor -2% and UDG counter 2%.
For COc1cc(NC(=O)CC(C)S(=O)(=O)c2ccc3c(c2)CCN3C(C)=O)cc(OC)c1OC (stereo not drawn) the results were AID inhibitor 10% and UDG counter 5%.
For COc1nc2ccccc2nc1N1CCC(C(=O)NCc2ccc(Cl)cc2)CC1 the results were AID inhibitor 3% and UDG counter -7%.
COc1cc(/C=C(/C#N)C(=O)Nc2cccc(C(F)(F)F)c2)cc(OC)c1OC was read as AID inhibitor -2% and UDG counter -1%.
`Cc1ccc(Cn2c(SCCC(C)C)nc3c2c(=O)[nH]c(=O)n3C)cc1` gave AID inhibitor 1% and UDG counter 15%.
`Cc1c2c(=O)n(-c3ccc(Cl)cc3)[nH]c2cc(=O)n1Cc1ccc(F)cc1` gave AID inhibitor -5% and UDG counter -6%.
O=[N+]([O-])c1cccc(N=Cc2ccncc2)c1 was read as AID inhibitor -2% and UDG counter -6%.
`CCOc1ccc(C(=O)NCC(c2ccc3c(c2)OCO3)N2CCN(C)CC2)cc1` (stereo not drawn) gave AID inhibitor 5% and UDG counter 12%.
Screening O=C(C1CC1)N1CCN(c2nc3c(Cl)cccc3s2)CC1 returned AID inhibitor -12% and UDG counter 6%.
Screening COc1ccc(NC(=O)Cc2c(C)c3ccc(O)c(C)c3oc2=O)c(OC)c1 returned AID inhibitor -10% and UDG counter -12%.
Cc1[nH]c2ccccc2c1C(=O)COC(=O)CCC(C)C was read as AID inhibitor -8% and UDG counter 1%.
`COc1ccccc1NC(=O)CSc1nc2c(oc3ccccc32)c(=O)n1-c1ccc(C)cc1` gave AID inhibitor -12% and UDG counter -7%.
`CC(C)Sc1ccc(C(=O)O)cc1` gave AID inhibitor 6% and UDG counter -4%.
For CCCCCc1ccc(-c2ccc(C(C)=O)cc2)cc1 the results were AID inhibitor -9% and UDG counter -8%.
`CCn1c(=O)c2sccc2n(CC(=O)N(C)c2ccccc2)c1=O` gave AID inhibitor -4% and UDG counter -3%.
`COc1cccc(-c2nnc(SCC(=O)N(C)c3ccccc3)o2)c1` gave AID inhibitor 2% and UDG counter 3%.
CC(=O)Nc1nc(C23CC4CC(CC(C4)C2)C3)cs1 was read as AID inhibitor 1% and UDG counter 9%.
For CCOC(=O)c1c(C)c(C(=O)Nc2ccc(Cl)cc2)c(C)n1CC the results were AID inhibitor 0% and UDG counter -4%.
For Cc1ccc(N2C(=O)CSC23C(=O)N(Cc2ccccc2F)c2ccccc23)cc1F (stereo not drawn) the results were AID inhibitor -4% and UDG counter -2%.
CCOC(=O)c1c(-c2ccccc2)oc2ccc(NS(=O)(=O)c3ccc(OC)cc3)cc12 was read as AID inhibitor 6% and UDG counter -7%.
COC(=O)c1ccccc1NC(=O)c1nc(-c2ccc(C)cc2)n2c1CCCCC2 was read as AID inhibitor -6% and UDG counter -2%.
For CC1CCc2c(sc(N)c2C#N)C1 (stereo not drawn) the results were AID inhibitor -2% and UDG counter 1%.
Screening O=C(COc1ccccc1)NCC(c1ccc(Cl)cc1)N1CCOCC1 (stereo not drawn) returned AID inhibitor -3% and UDG counter 4%.
`CCOP(=O)(OCC)c1nc(-c2ccco2)oc1NCc1ccccc1Cl` gave AID inhibitor 10% and UDG counter -5%.
Screening Cc1sc(NC(=O)c2cc3ccccc3s2)c(C#N)c1C returned AID inhibitor 22% and UDG counter -5%.
`CC(=O)Nc1ccc(S(=O)(=O)NC2=NCN(CCO)CN2)cc1` gave AID inhibitor 9% and UDG counter -8%.
For CC(Sc1ccccc1Cl)C(=O)NC1(C#N)CCSC1 (stereo not drawn) the results were AID inhibitor -1% and UDG counter 3%.
`CC(C)CC(=O)Nc1nnc(S(=O)(=O)N2c3ccccc3CC2C)s1` (stereo not drawn) gave AID inhibitor -2% and UDG counter 4%.
Screening CCC1CCC(NC(=O)/C=C/c2ccccc2F)CC1 (stereo not drawn) returned AID inhibitor -3% and UDG counter -2%.
Screening O=S1(=O)C[C@H](N2CCN(c3ccccc3F)CC2)[C@@H](S(=O)(=O)c2ccccc2)C1 returned AID inhibitor -3% and UDG counter -3%.
`CC(=O)N1c2ccccc2C(=O)C1N1CCN(c2cccc(C(F)(F)F)c2)CC1` (stereo not drawn) gave AID inhibitor 53%[activator] and UDG counter 74%[activator].
For COc1ccc(C(=O)NCC2COc3ccccc3O2)cc1OC (stereo not drawn) the results were AID inhibitor 3% and UDG counter -5%.
For COc1ccc(-c2nnc(SCCS(=O)(=O)c3ccc(Cl)cc3)o2)cc1OC the results were AID inhibitor -12% and UDG counter 1%.
`COc1cc2[nH]c(=O)n(CCCCCC(=O)NCCc3ccccc3)c(=O)c2cc1OC` gave AID inhibitor 9% and UDG counter -4%.
`COc1ccc(NC(=O)c2nc(SCc3ccccc3F)ncc2Cl)cc1` gave AID inhibitor 6% and UDG counter 3%.
`Cc1oc(-c2nc(C#N)c(N3CCOCC3)o2)cc1S(=O)(=O)N(C)C` gave AID inhibitor 2% and UDG counter -4%.
Screening COc1ccc(C(=O)OC2=C(C(=O)c3ccccc3)N(C)S(=O)(=O)c3ccccc32)cc1OC returned AID inhibitor -6%[57.5 µM] and UDG counter -17%[57.5 µM].
`COc1ccc(C)cc1-n1nnc(-c2nc(-c3ccccc3Cl)no2)c1N` gave AID inhibitor 1% and UDG counter -1%.
CC(=O)c1cc2c(cc1N/C(=N/S(=O)(=O)c1ccc(Cl)cc1)c1ccc(F)cc1)OCO2 was read as AID inhibitor -6% and UDG counter 2%.
Screening COc1ccc(C2c3c(-c4ccccc4O)n[nH]c3C(=O)N2CCO)cc1OC (stereo not drawn) returned AID inhibitor 6% and UDG counter 2%.
`CCOC(=O)/C(C#N)=C\c1ccc(N)cc1` gave AID inhibitor 2% and UDG counter 5%.
For COC(=O)CN(Cc1cccs1)C1CC1 the results were AID inhibitor 4% and UDG counter 7%.
For O=C1/C(=C/c2ccc([N+](=O)[O-])cc2)CCOc2ccc(F)cc21 the results were AID inhibitor -6% and UDG counter -2%.
`CCOC(=O)N1CCN(C(=O)c2cc3ccccc3n2C)CC1` gave AID inhibitor 0% and UDG counter -4%.
Screening CC(C)c1ccc(/C=N/NC(=O)C(c2ccccc2)c2ccccc2)cc1 returned AID inhibitor -6% and UDG counter -1%.
For CC(=O)c1c(C)oc2ccc(NS(=O)(=O)c3ccc4ccccc4c3)cc12 the results were AID inhibitor -3% and UDG counter 0%.
CCCC(=O)NCC(=O)N(CCN(C)C)Cc1ccc(Cl)cc1 was read as AID inhibitor -6% and UDG counter -8%.
O=C(CSc1nccn1-c1cccc(Cl)c1)Nc1cccc(C(F)(F)F)c1 was read as AID inhibitor 32µM* and UDG counter -20%.
Screening CCOc1ccccc1C(=O)NC12CC3CC(CC(C3)C1)C2 returned AID inhibitor -11% and UDG counter 4%.
CCc1ccc(NC(=O)c2cc(=O)c3ccc(C)c(C)c3o2)cc1 was read as AID inhibitor 13%[57.5 µM] and UDG counter -16%[57.5 µM].
Screening Cc1ccccc1C(=O)Nc1cc(C)c(O)c(-c2nc3ccccc3o2)c1 returned AID inhibitor 32%[activator] and UDG counter 16%.
CC1=C/C(=N\Nc2nc3ccccc3[nH]2)CC(C)(C)C1 was read as AID inhibitor -6% and UDG counter -2%.
For COc1ccc(-c2cc3ccc(OCc4nn[nH]n4)cc3oc2=O)cc1 the results were AID inhibitor 11% and UDG counter 2%.
